Source: PubChem (The Scripps Research Institute Molecular Screening Center)
GPR151 activ = activators of human GPR151, primary screen, cell-based, PathHunter beta-arrestin, luminescence | AID 1508602, 2020 | PathHunter beta-arrestin GPR151 cells | G-protein coupled receptor 151 (Homo sapiens), Q8TDV0 | activation, % at 11.2 µM | 650,000 compounds, 1% hits; in the data active = activation above about 4.9%;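 also: 0% = median of compound wells and 100% = cells with positive control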
Target sequence (Q8TDV0 whole entry, looked up): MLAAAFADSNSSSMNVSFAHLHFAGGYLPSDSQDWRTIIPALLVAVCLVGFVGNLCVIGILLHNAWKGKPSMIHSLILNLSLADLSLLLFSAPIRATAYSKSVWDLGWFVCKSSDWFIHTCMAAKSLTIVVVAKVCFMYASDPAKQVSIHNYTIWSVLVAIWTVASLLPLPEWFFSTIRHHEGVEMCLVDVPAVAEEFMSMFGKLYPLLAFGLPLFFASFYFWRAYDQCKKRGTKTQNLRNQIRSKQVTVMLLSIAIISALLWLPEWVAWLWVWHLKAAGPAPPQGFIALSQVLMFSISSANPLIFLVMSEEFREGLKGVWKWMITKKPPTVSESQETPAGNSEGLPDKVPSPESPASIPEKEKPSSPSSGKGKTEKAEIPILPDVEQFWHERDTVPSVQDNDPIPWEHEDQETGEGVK
FBW7 activator = FBW7 E3 ligase activators, primary screen, biochemical, AlphaScreen, human; normalized activity (activation), % at 26.1 µM; F-box/WD repeat-containing protein 7 (Homo sapiens), Q969H0; 650,000 compounds, 0.13% hits; AID 1259310, 2017; AlphaScreen FBW7–phospho-cyclin E peptide binding, activator screen; in the data active = normalized activity above about 1.9%;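 also: purified mutant Fbw7 with reduced substrate affinity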
MITF inh = MITF inhibitors, primary screen, biochemical, AlphaScreen, human | AlphaScreen MITF homodimerization, bead proximity signal | inhibition, % at 2.6 µM | 650,000 compounds, 0.91% hits | AID 1259374, 2018; in the data active = inhibition above about 50%;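 also: 0% = vehicle wells with protein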
Target sequence (O75030 whole entry, looked up): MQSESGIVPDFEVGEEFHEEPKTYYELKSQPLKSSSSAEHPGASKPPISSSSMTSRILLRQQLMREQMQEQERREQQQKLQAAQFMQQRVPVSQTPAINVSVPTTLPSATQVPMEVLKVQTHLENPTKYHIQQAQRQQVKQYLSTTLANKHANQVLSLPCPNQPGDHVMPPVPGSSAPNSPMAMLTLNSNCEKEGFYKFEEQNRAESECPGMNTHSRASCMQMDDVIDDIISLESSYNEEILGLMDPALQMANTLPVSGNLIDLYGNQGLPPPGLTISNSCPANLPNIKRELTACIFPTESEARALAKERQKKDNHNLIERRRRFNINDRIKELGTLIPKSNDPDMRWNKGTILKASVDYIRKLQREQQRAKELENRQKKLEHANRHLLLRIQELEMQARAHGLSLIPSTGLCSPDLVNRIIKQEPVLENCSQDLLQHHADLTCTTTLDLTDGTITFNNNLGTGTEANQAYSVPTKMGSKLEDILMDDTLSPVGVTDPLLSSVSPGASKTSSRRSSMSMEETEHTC
TEAD-YAP block = TEAD-YAP interaction inhibition, primary screen, TEAD-YAP interaction inhibitor project, luminescence, HEK-TIYL cells; TEAD-Gal4/YAP UAS-luciferase luminescence; inhibition, % at 9.12 µM; 640,000 compounds, 1.4% hits; AID 1259422, 2018; in the data active = inhibition above about 32%;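 also: 0% = median of test compound wells and 100% = reference inhibitor wells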
* marks the source's active call; other numbers are inactive results.

#1 O=C(COC(=O)c1cccc([N+](=O)[O-])c1)NCC(F)(F)F
#2 COc1ccc(N/N=C(/C#N)C(=N)N2CCCCCC2)cc1
#3 O=C(CCCC(=O)c1ccccc1)Nc1ccc(F)c(Cl)c1
#4 Cc1nn(CC(=O)NCc2cccc(F)c2)c(=O)c2cccn12
#5 COC(=O)c1c(NC(=O)c2ccco2)sc2c1CCN(C(C)C)C2
#6 O=c1[nH]c(=O)n(-c2cccc(Cl)c2)c(O)c1C=NCCO
#7 COC(=O)C1=C(C)Nc2nnnn2C1c1ccc(O)cc1 (stereo not drawn)
#8 O=c1c2c3c(sc2nc2n1CCCCC2)CCC3
#9 CNC(=O)CNC(=O)C1OC2OC(C)(C)OC2C2OC(C)(C)OC12 (stereo not drawn)
#10 CCc1nc2sc(C(c3cccc(F)c3)N3CCN(Cc4ccccc4)CC3)c(O)n2n1 (stereo not drawn)
Screen / compound no.	1	2	3	4	5	6	7	8	9	10
GPR151 activ	1.3	-0.4	0.0	0.1	-0.6	0.7	0.5	0.3	-0.6	-0.1
FBW7 activator	0.2	0.0	-0.1	0.0	-0.1	0.1	0.8	0.0	0.0	0.1
MITF inh	17	13	0	0	16	14	8	71*	0	-3
TEAD-YAP block	7	-56	-5	7	-3	3	6	-26	6	1

#11 Cc1nc2ccc(S(=O)(=O)Nc3ccccc3C)cc2s1
#12 Cn1c(SCC(=O)c2ccccc2)nnc1C1CC1
#13 CN1/C(=C\C(=O)c2ccccc2)Sc2ccccc21
#14 COC(=O)c1ccccc1NC(=O)CN(c1cc([N+](=O)[O-])ccc1OC)S(C)(=O)=O
#15 CCN(CC)C(=O)C1CCCN(c2nc3c(NC4CC4)ncnc3n2C(C)C)C1 (stereo not drawn)
#16 COc1cc(/C=C2/SC(=S)N(CN3CCOCC3)C2=O)ccc1O
#17 Cc1nc(NCCC#N)cc(-c2cncc(-c3cccs3)c2)n1
#18 COCC(C)NC(=O)c1cccc(C)c1[N+](=O)[O-] (stereo not drawn)
#19 CCOC(=O)c1c(-c2ccccc2)oc2ccc(OC(=O)C(C)C)cc12
#20 Cc1ccc(CNC(=O)CN(Cc2ccccc2)S(=O)(=O)c2ccc(Br)cc2)cc1
Screen / compound no.	11	12	13	14	15	16	17	18	19	20
GPR151 activ	-0.9	3.2	-4.4	-0.8	3.3	-1.1	0.8	-0.8	1.4	-0.1
FBW7 activator	0.0	0.2	0.1	0.0	0.1	-0.1	-0.2	0.2	-0.2	0.4
MITF inh	7	17	5	14	-1	25	-1	8	-9	38
TEAD-YAP block	0	-8	-22	-1	6	3	-28	9	7	0

Of the compounds above, these have a Cl atom.
#3 O=C(CCCC(=O)c1ccccc1)Nc1ccc(F)c(Cl)c1
#6 O=c1[nH]c(=O)n(-c2cccc(Cl)c2)c(O)c1C=NCCO
Screen / compound no.	3	6
GPR151 activ	0.0	0.7
FBW7 activator	-0.1	0.1
MITF inh	0	14
TEAD-YAP block	-5	3

Following part
#21 O=C1CNc2ncc(-c3ccncc3)cc2N1
#22 Cc1ccc(S(=O)(=O)N2CCN(Cc3c(O)ccc4ccccc34)CC2)cc1
#23 CCOC(=O)c1cc(C)sc1NC(=O)c1ccccc1Br
#24 COc1ccc(C)cc1NS(=O)(=O)c1ccc(NS(=O)(=O)c2ccccc2)cc1
#25 Cc1cc(C)c2nc(N3CCCC(C(=O)NCc4cccnc4)C3)sc2c1 (stereo not drawn)
#26 COc1ccc(NC(=O)CSC2=NN3CCCC(=O)N=C3S2)cc1
#27 COCCN(C(=O)Cc1cccs1)C(C(=O)NC1CCCC1)c1ccccc1C (stereo not drawn)
#28 CCOC(=O)c1c(/N=c2\oc3ccc4ccccc4c3cc2C(=O)Nc2ccc(OC)cc2)sc2c1CCCC2
#29 NC(=O)/C(=C\c1ccccc1)NC(=O)c1ccc(Br)cc1
#30 Cc1cc(OC(=O)C(C)C)cc2c1C(=O)/C(=C/c1cccnc1)O2
Screen / compound no.	21	22	23	24	25	26	27	28	29	30
GPR151 activ	0.0	2.5	0.8	1.6	-0.2	-0.8	-0.6	0.7	3.0	-8.2
FBW7 activator	-0.1	-0.3	0.0	-0.1	0.0	-0.2	-0.1	-0.1	0.2	0.0
MITF inh	12	1	-25	6	6	-2	2	-2	-3	-4
TEAD-YAP block	-1	9	0	20	-4	6	-11	-1	9	63*

#31 O=C1OC(c2cccc(Cl)c2)=N/C1=C\c1ccccc1I
#32 Cn1c(C(F)(F)F)nc2c1cc(Br)c[n+]2C
#33 O=c1[nH]c(=S)[nH]c(O)c1C=Nc1cc([N+](=O)[O-])ccc1O
#34 COC(=O)c1ccc(NC(=S)N2CCC(C(N)=O)CC2)cc1
#35 CC(=O)Oc1ccc(NC(=O)CC2SC(N)=NC2=O)cc1 (stereo not drawn)
#36 CC(=O)N1/C(=C/c2ccc([N+](=O)[O-])cc2)C(=O)c2ccccc21
#37 c1ccc(-c2ccc(C3=NN(c4ccccc4)C(c4ccccc4)C3)cc2)cc1 (stereo not drawn)
#38 CN1CC(=O)N2CCN(Cc3cccc(F)c3)C[C@@H]2C1=O
#39 O=C(CCc1csc2nc(-c3ccccc3)cn12)NCc1ccccc1Cl
#40 O=C(Oc1cccc(N2C(=O)CCC2=O)c1)C1CC(=O)N(c2ccc(F)cc2)C1 (stereo not drawn)
Screen / compound no.	31	32	33	34	35	36	37	38	39	40
GPR151 activ	-0.1	0.7	0.8	-0.4	1.2	1.2	0.1	0.7	0.4	-0.1
FBW7 activator	0.1	-0.3	0.0	0.1	0.3	0.1	0.1	0.1	0.1	0.1
MITF inh	5	-13	11	9	11	14	6	-1	4	17
TEAD-YAP block	5	1	8	-2	7	2	11	4	-9	-5

#41 CC1=C(C(=O)OCC2CCCO2)C(c2ccc(C)o2)C2=C(CC(c3cccs3)CC2=O)N1 (stereo not drawn)
#42 C/C(=N/NC(=O)c1ccc(F)cc1)c1ccccc1
#43 CCC(=O)NC(=S)Nc1ccc([N+](=O)[O-])cc1C
#44 CCOC(=O)c1ccc(NC(=O)CSc2cn(C)c3ccccc23)cc1
#45 COc1ccc(CN2CCN(C3CCN(Cc4ccccc4)CC3)CC2)c(OC)c1OC
#46 O=C(Oc1ccc([N+](=O)[O-])cc1)c1ccc(Cl)c(S(=O)(=O)N2CCOCC2)c1
#47 CCc1ccc(NC(=O)CN(C)S(=O)(=O)c2cc(Br)cnc2N)cc1
#48 CN(Cc1ccccc1)C(=O)c1sc2ccccc2c1Cl
#49 Oc1ccc(Cl)cc1C1=Nc2ccccc2N=C(c2ccccc2)C1
#50 Cc1ccc(C)c(S(=O)(=O)N2CCCOC2CNC(=O)C(=O)NCC(C)C)c1 (stereo not drawn)
Screen / compound no.	41	42	43	44	45	46	47	48	49	50
GPR151 activ	4.7	2.0	-0.2	-1.0	4.6	-1.2	1.5	-0.3	0.3	1.7
FBW7 activator	0.3	0.1	0.5	0.0	0.0	0.7	0.1	0.3	-0.1	-0.1
MITF inh	5	16	10	6	36	3	12	22	-1	-3
TEAD-YAP block	4	-39	9	0	11	-12	-19	-28	-65	5

#51 C=CCn1c(=O)c2c(nc3n(-c4cccc(Cl)c4C)c(C)cn23)n(C)c1=O
#52 O=C1C2C3CCC(C3)C2C(=O)N1c1cc(C(F)(F)F)ccc1Cl (stereo not drawn)
#53 O=C(NCc1n[nH]c(=S)n1-c1ccc(Br)cc1)c1cccc(F)c1
#54 Cc1c(C(=O)Nc2c3c(nn2C(C)(C)C)CSC3)cccc1[N+](=O)[O-]
#55 O=C(NCCN1CCCC1)c1ccc(F)cc1
#56 COc1cccc(N2C(=O)CC(N3CCN(C(=O)c4ccco4)CC3)C2=O)c1 (stereo not drawn)
#57 O=C(/C(=C\c1ccc(F)cc1)n1ccccc1=O)N1CCCC1
#58 COc1cccc(Nc2cc(C)nc3c(OC)cccc23)c1
#59 CCOC(=O)C1=C(C)N=c2s/c(=C\c3ccccc3OC)c(=O)n2C1c1cccs1 (stereo not drawn)
#60 CC(C)(C)c1ccc(S(=O)(=O)N/N=C/c2ccccc2F)cc1
Screen / compound no.	51	52	53	54	55	56	57	58	59	60
GPR151 activ	-2.2	-1.7	1.5	0.2	1.7	-0.7	-0.1	-0.2	0.8	1.7
FBW7 activator	0.6	0.1	0.1	0.0	-0.1	0.0	-0.1	-0.1	0.1	0.1
MITF inh	8	12	0	-5	-11	10	9	-4	-2	2
TEAD-YAP block	-3	2	1	15	-5	8	2	2	-2	5

#61 CCNC(=O)C(=O)NCC1OCCCN1S(=O)(=O)c1ccc(C)cc1 (stereo not drawn)
#62 CN(C)C(=O)[C@@H]1C[C@@H](Sc2ccccn2)CN1Cc1ccc(Cl)cc1
#63 Cn1cc(NC(=O)NCCc2ccsc2)c2ccccc2c1=O
#64 O=C(CN1CCN(c2ncccn2)CC1)NCc1ccccc1
#65 CSCCC(C(=O)OCC(=O)OC(C)(C)C)N1C(=O)c2ccccc2C1=O (stereo not drawn)
#66 Oc1c(Br)cc(C(=S)N2CCCCC2)cc1Br
#67 COc1cccc(N2CCN(C(=O)c3cc4nc(-c5ccc(OC)c(OC)c5)cc(C(F)(F)F)n4n3)CC2)c1
#68 COc1ccc(S(=O)(=O)N(CC(=O)N(C)C)c2ccc(Cl)cc2)cc1
#69 CCOC(=O)c1cnn2c(C)c(C(C)=O)cnc12
#70 Nc1nonc1C(=O)N1CCCCC1
Screen / compound no.	61	62	63	64	65	66	67	68	69	70
GPR151 activ	-0.5	0.3	0.8	1.1	-1.6	0.4	2.6	1.3	1.6	0.4
FBW7 activator	0.1	-0.1	-0.1	0.0	0.6	-0.2	0.0	0.0	-0.1	0.2
MITF inh	4	7	0	-10	-4	2	-4	11	1	-7
TEAD-YAP block	6	-2	-5	4	2	-12	0	3	-3	-12

Among those listed so far, two contain a cyano group.
#2 COc1ccc(N/N=C(/C#N)C(=N)N2CCCCCC2)cc1
#17 Cc1nc(NCCC#N)cc(-c2cncc(-c3cccs3)c2)n1
Screen / compound no.	2	17
GPR151 activ	-0.4	0.8
FBW7 activator	0.0	-0.2
MITF inh	13	-1
TEAD-YAP block	-56	-28

Further results
#71 Cc1ccc(N(C)c2c(-c3ccc4c(c3)OCC(=O)N4)c(=O)c2=O)cc1
#72 Clc1nc(NC2CC2)c2ncn(C3CCCCC3)c2n1
#73 NC1=NC(=O)/C(=C/c2ccc(O)c(Cl)c2)S1
#74 O=C(Nc1nc(-c2cccs2)c(-c2cccs2)s1)C1CCCO1 (stereo not drawn)
#75 Cc1nc(N2CCCCC2)c2c(C)c(C(=O)N3CCCCCC3)sc2n1
#76 Cc1c(CCC(C)O)c(=O)[nH]c2ccccc12 (stereo not drawn)
#77 O=S1(=O)NC(c2ccc(Cl)cc2)Nc2ccccc21 (stereo not drawn)
#78 Cc1nonc1NC(=O)Nc1cccnc1
#79 COC(=O)c1ccc(Oc2c(C)oc3cc(OC(C)=O)ccc3c2=O)cc1
#80 O=C(Nc1cc(Cl)cc(Cl)c1)c1ccc(S(=O)(=O)N2CCCCC2)cc1
Screen / compound no.	71	72	73	74	75	76	77	78	79	80
GPR151 activ	-1.3	-0.7	4.7	0.6	-1.1	-0.2	0.1	-1.2	0.1	-0.8
FBW7 activator	0.2	0.6	0.3	0.1	0.1	0.2	-0.3	-0.1	-0.1	0.1
MITF inh	16	2	19	4	-6	4	1	-2	9	-12
TEAD-YAP block	-1	-39	5	16	-19	-3	-2	-9	12	2

#81 CCCc1cnc2c(c1SCC(=O)Nc1ccc(F)cc1)c(=O)n(C)c(=O)n2C
#82 CCOC(=O)CCC(=O)Nc1ccc(Br)c(Cl)c1
#83 O=C1CC(Nc2ccc(I)cc2)C(=O)N1c1cccc(Cl)c1 (stereo not drawn)
#84 COc1ccc(-c2cnn3c(NCCc4cccnc4)ccnc23)c(OC)c1
Screen / compound no.	81	82	83	84
GPR151 activ	1.3	0.5	2.6	0.3
FBW7 activator	0.0	0.1	-0.1	1.7
MITF inh	-2	12	-5	2
TEAD-YAP block	-6	-9	-1	-40

An unsorted share of the library; about 3.4% have a hit in one of these screens.
